Screening data from PubChem.
NPY-Y2 PAM-ag = potentiators or agonists of human neuropeptide Y receptor Y2; P49146; cells expressing NPY-Y2, potentiator/agonist read-out; activation, % at 3.6 µM; hit rate 0.45% among 220,000; AID 1359; in the data active means activation above about 27%;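 further: cells stimulated with NPY near EC25 plus isoproterenol at EC100; 0% = vehicle plus submaximal agonist and 100% = vehicle plus saturating agonist; some results beyond the cut were filed as inactive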
NPY Y1 blocker = antagonists of human neuropeptide Y receptor Y1; hit rate 1% among 200,000; HEK293-CNG Y1 cells, membrane potential fluorescence; NPY at EC95, then isoproterenol; inhibition, % at 3.6 µM; P25929;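 active means inhibition above the campaign mean inhibition of all tested compounds plus 3 SD, cut at about 20% in these data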;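 further: 0% = DMSO wells given NPY plus isoproterenol and 100% = isoproterenol alone without NPY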
Target sequence (P25929 whole entry, looked up): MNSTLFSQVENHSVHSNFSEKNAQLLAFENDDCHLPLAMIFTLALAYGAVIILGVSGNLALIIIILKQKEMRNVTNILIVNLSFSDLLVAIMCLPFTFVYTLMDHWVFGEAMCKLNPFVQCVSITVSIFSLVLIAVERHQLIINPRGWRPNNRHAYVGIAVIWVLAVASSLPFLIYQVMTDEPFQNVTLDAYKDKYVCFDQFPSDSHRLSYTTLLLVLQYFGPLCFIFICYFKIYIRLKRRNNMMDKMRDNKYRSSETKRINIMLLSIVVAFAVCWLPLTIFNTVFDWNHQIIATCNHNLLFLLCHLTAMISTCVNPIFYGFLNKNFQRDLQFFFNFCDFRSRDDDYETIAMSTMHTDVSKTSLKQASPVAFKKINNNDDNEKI
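Assay system: HEK293 Y1/CNG channel cell line; Doses: single compound dose of 3.6 µM, 0.4% DMSO; Timing: dye 3 h, compound 60 min room temperature, stimulation 45 min; Technique: Membrane-potential fluorescent dye readout; Measure: % inhibition of NPY effect.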
S1P4 antagonist = antagonists of human S1P4 receptor; hit rate 0.26% among 220,000; O95977; S1P4-expressing cells, antagonist mode, reporter read-out; inhibition, % at 4.98 µM; AID 1510; in the data active means inhibition above about 29%;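 further: 0% = wells stimulated with agonist and 100% = vehicle wells without agonist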
S1P4 ag = activates the human S1P4 receptor. S1P4-expressing cell line, agonist reporter assay. AID 1509. hit rate 0.35% among 220,000. activation, % at 4.98 µM. O95977; in the data active means activation above about 11%;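 further: 0% = DMSO vehicle and 100% = reference agonist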
BaF3 parental = parental Ba/F3 viability inhibition as JAK2V617F counter-screen | hit rate 1.1% among 220,000 | inhibition, % at 5.6 µM | CellTiter-Glo ATP luminescence;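 active means inhibition above a per-campaign cutoff, the mean inhibition of all tested compounds plus 3 SD, cut at about 27% in these data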;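 further: 0% = DMSO wells and 100% = JAK Inhibitor I control wells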
NCF1 inh = blocks human p47phox regulatory protein of NADPH oxidases | hit rate 0.53% among 220,000 | inhibition, % at 24.7 µM | p47phox/p22phox peptide binding, fluorescence polarization, 2 h;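 active means inhibition above about 30%, limit read from the data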;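 further: 0% = p47phox with labelled peptide and 100% = labelled peptide alone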
Target sequence (P14598 whole entry, looked up): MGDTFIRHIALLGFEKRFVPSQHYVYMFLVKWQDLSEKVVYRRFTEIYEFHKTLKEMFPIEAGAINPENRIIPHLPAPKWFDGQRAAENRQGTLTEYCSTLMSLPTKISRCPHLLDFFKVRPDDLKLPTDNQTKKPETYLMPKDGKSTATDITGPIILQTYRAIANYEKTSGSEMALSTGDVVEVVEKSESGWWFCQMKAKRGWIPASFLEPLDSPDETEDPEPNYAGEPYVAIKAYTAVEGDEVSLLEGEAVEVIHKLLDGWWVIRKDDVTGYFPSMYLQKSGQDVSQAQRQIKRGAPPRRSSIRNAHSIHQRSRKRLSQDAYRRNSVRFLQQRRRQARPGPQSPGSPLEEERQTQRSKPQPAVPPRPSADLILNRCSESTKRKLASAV
CHOP inhibitor = inhibitors of CHOP induction in ER stress response; CHO-K1 CHOP-promoter luciferase, tunicamycin-induced, 15-18 h; AID 2732; inhibition, % at 10 µM; hit rate 3.8% among 220,000;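 active means compounds that reduced the stress-induced luciferase reporter signal by more than about 70% of percent inhibition, limit read from the data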;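 further: 0% = tunicamycin plus vehicle and 100% = wells without tunicamycin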
NPY1 pot ag = potentiators or agonists of human neuropeptide Y receptor Y1; P25929; NPY-Y1 expressing cells, potentiator/agonist activation; activation, % at 3.6 µM; hit rate 0.37% among 220,000; AID 1304; in the data active means activation above about 33%, passing the limit was not always enough;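 further: cells stimulated with NPY at EC10 then isoproterenol at EC100; 0% = low agonist plus stimulus and 100% = saturating agonist plus stimulus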
Ba/F3 V617F tox = loss of viability in JAK2V617F-driven Ba/F3 cells | Ba/F3 EpoR-JAK2V617F viability, ATP luminescence | inhibition, % at 5.6 µM | hit rate 1.1% among 220,000;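 active means inhibition above the campaign mean plus 3 SD over all tested compounds, cut at about 24% in these data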;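 further: cytokine-independent growth of Ba/F3 cells driven by EpoR plus mutant JAK2; 0% = DMSO-treated cells and 100% = JAK inhibitor I control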
* = called active by the depositor; nt = no result given.

SMILES	NPY-Y2 PAM-ag	NPY Y1 blocker	S1P4 antagonist	S1P4 ag	BaF3 parental	NCF1 inh	CHOP inhibitor	NPY1 pot ag	Ba/F3 V617F tox
CC(=O)c1cc2c(cc1NC(=O)c1c(-c3ccccc3)noc1C)OCO2	5	6	-2	4.2	4	-13	34	1	0
CCn1c(SCC(=O)N/N=C/C=C/c2ccccc2[N+](=O)[O-])nnc1-c1ccc(Cl)cc1	-13	7	-22	0.9	5	2	21	-10	-2
CCCCCOc1ccc(Cn2ccnc2)cc1[N+](=O)[O-]	7	2	-23	-0.4	11	-9	16	-26	2
COc1ccc([C@H]2C(C#N)=C([S-])N[C@](C)(O)[C@@H]2[n+]2ccccc2)cc1	-12	nt	11	0.0	-2	-7	27	-11	-2
CC(Sc1nncs1)C(=O)Nc1ccc2c(c1)OCO2 (stereo not given)	0	-2	-17	-0.7	4	-2	-4	-2	2
CCCCCCC(=O)Nc1ccc(Cl)cn1	7	1	-7	-0.9	9	-7	-10	-15	4
Cc1ccc(N=c2c([N+](=O)[O-])nn(-c3ccc4c(c3)OCCO4)n2O)c(Cl)c1	1	5	-24	2.4	3	15	66	7	3
Cn1c(SCc2cnc(-c3ccccc3)s2)nnc1C1COc2ccccc2O1 (stereo not given)	1	3	-4	0.0	1	2	26	14	-1
CC(Nc1cc(=O)n(C)c(=O)n1C)c1ccccc1 (stereo not given)	5	-6	-9	0.7	1	-14	15	0	-3
CCCCSc1c(C)c2cc3c(cc2[nH]c1=O)OCO3	13	0	-10	-2.9	3	-9	37	5	-2
CCC(Sc1nc(C)cc(=O)[nH]1)C(=O)Nc1nc2c(s1)CCCC2 (stereo not given)	5	-7	-13	-0.3	4	-6	14	-7	-3
O=S(=O)(Nc1cccc2c1ccc1cccn12)c1cccs1	-4	2	-21	-1.2	8	-17	-23	6	2
Cc1ccc(C2CC(=O)Nc3c2ccc2ccccc32)cc1[N+](=O)[O-] (stereo not given)	-7	7	-15	-1.0	2	-9	53	-13	-4
COC(=O)c1ccccc1NC(=O)CSc1nc(O)cc(=O)n1C1CCCC1	-9	-1	-12	1.3	5	-18	31	5	6
O=C(COc1ccc(CO)cc1)Nc1ccc(F)cc1	0	-2	-9	1.8	3	-13	22	21	-3

By substructure, the entries above with a nitro group on carbon
SMILES	NPY-Y2 PAM-ag	NPY Y1 blocker	S1P4 antagonist	S1P4 ag	BaF3 parental	NCF1 inh	CHOP inhibitor	NPY1 pot ag	Ba/F3 V617F tox
CCn1c(SCC(=O)N/N=C/C=C/c2ccccc2[N+](=O)[O-])nnc1-c1ccc(Cl)cc1	-13	7	-22	0.9	5	2	21	-10	-2
CCCCCOc1ccc(Cn2ccnc2)cc1[N+](=O)[O-]	7	2	-23	-0.4	11	-9	16	-26	2
Cc1ccc(N=c2c([N+](=O)[O-])nn(-c3ccc4c(c3)OCCO4)n2O)c(Cl)c1	1	5	-24	2.4	3	15	66	7	3
Cc1ccc(C2CC(=O)Nc3c2ccc2ccccc32)cc1[N+](=O)[O-] (stereo not given)	-7	7	-15	-1.0	2	-9	53	-13	-4

Next section.
SMILES	NPY-Y2 PAM-ag	NPY Y1 blocker	S1P4 antagonist	S1P4 ag	BaF3 parental	NCF1 inh	CHOP inhibitor	NPY1 pot ag	Ba/F3 V617F tox
Fc1ccc(N/N=C(/c2ccccc2)c2ccccn2)cc1	5	-3	10	0.4	5	-13	-14	13	-2
CCOc1ccc(NC(=O)C2CC(=O)N(c3cc(C)cc(C)c3)C2)cc1 (stereo not given)	0	2	-17	-1.9	2	-9	50	-32	-2
COC(=O)Nc1nc2ccc(Br)cc2s1	-19	3	-9	-1.7	9	6	48	14	3
Cc1ccc(C(=O)Nc2ccccc2C(=O)NCc2ccco2)cc1S(=O)(=O)N1CCCCC1	-3	15	-10	-2.4	2	-30	14	-25	-1
COc1ccc(C2(O)CCN(C(=O)NC3CCCCC3)CC2)cc1	11	-6	-5	0.3	7	-7	-5	-4	5
Cc1nc2oc3c(=O)[nH]cnc3c2c2c1COC(C)(C)C2	-35	nt	8	-1.8	0	9	-17	-1	1
Cc1cc(S(=O)(=O)N2CCC(N3CCCCC3)CC2)ccc1-n1cnnn1	-5	2	-12	-0.1	2	-4	27	-16	1
O=C(CS(=O)(=O)c1ccc2ccccc2c1)N1CCCCCC1	-1	-2	-15	0.7	4	6	-17	15	3
Cc1nc(CCNC(=O)c2cccs2)cs1	5	-1	-10	-0.1	-1	-6	1	-4	-5
CSCCC1NC(=O)N(CC(=O)Nc2ccc(N3CCCCC3)cc2)C1=O (stereo not given)	5	-2	3	-0.2	2	3	1	22	-2
O=Nc1c(-c2ccccc2)cc2ccccn12	1	-5	-12	0.9	4	-1	-17	9	-3
O=S(=O)(c1ccccc1)N(CC1CO1)c1ccccc1 (stereo not given)	13	-6	-4	-1.8	0	-5	14	6	-3
Cc1ccc(Cl)cc1N(CC(=O)NCc1ccc2c(c1)OCO2)S(C)(=O)=O	8	5	-46	0.8	6	-6	18	13	0
CC(=O)N/C(=C\c1ccccc1)C(=O)Nc1ccc(O)cc1	-9	9	-1	-2.9	-3	-7	-13	20	-6
O=C(c1cccc([N+](=O)[O-])c1)c1ccc2c(c1)OCCOCCOCCO2	-9	nt	3	0.7	4	-5	-6	1	6
O=C(O)C1CC=CCC1C(=O)N1CCc2ccccc21 (stereo not given)	3	4	-13	-2.4	4	-14	37	8	3
CC(CNS(=O)(=O)c1cc(Cl)ccc1Cl)CN(C)C (stereo not given)	-17	5	-6	1.2	8	-4	11	-17	5
c1ccc(C2Nc3ccccc3-c3nc4ccccc4n32)cc1 (stereo not given)	-12	1	-12	2.5	7	-7	27	-19	2
COc1ccc(-c2nnc(SCC(=O)N3CCOCC3)n2C)cc1OC	-2	1	-10	-0.4	-3	6	8	-3	-2
COc1cc(/C=C2\S/C(=N/S(=O)(=O)c3ccccc3)NC2=O)c([N+](=O)[O-])cc1OC	4	4	-5	-0.9	9	-13	23	3	-3
COc1cccc(Nc2n[nH]c(=S)s2)c1	3	11	-16	-0.5	0	11	0	0	-5
COc1ccc(NC(=O)C2CCCO2)cc1 (stereo not given)	-18	2	-7	0.3	2	-11	15	-14	-1
Cc1ccc2nc(SCC(=O)Nc3ccccc3N3CCOCC3)c(C#N)cc2c1	3	6	-13	-1.3	2	1	-16	-5	-3
O=C(c1cc2c(F)cccc2s1)N1CCCC1	-4	6	7	-0.9	3	4	3	1	-2
CC(=O)c1cccc(NC(=O)COc2nsnc2N2CCOCC2)c1	5	-3	-37	0.2	-1	-12	12	4	-1
O=C(CCn1nnc2ccccc2c1=O)N[C@H](C(=O)O)c1ccccc1	-5	-4	-5	-1.0	4	-4	38	-8	4
Cc1cccc(CSc2nnc(-c3ccco3)o2)c1	-8	12	1	0.5	3	-11	13	8	2
Cn1c(=O)c2c(nc(NCCCO)n2Cc2cccc(C(F)(F)F)c2)n(C)c1=O	1	7	5	3.0	5	-26	26	-50	1
Cc1cccc(N(CC(=O)NCC2CCCO2)C(=O)CCC(=O)Nc2cc(C)on2)c1 (stereo not given)	7	-1	3	-1.1	6	-5	2	-11	1
CN(C)CCCN(Cc1ccccc1)C(=S)Nc1ccc(F)c(Cl)c1	7	1	-20	0.0	29*	-6	2	25	33*
COCc1nc(-c2ccc(-c3ccc(C)cc3)nc2OC)no1	-27	4	7	-1.3	6	-16	9	-9	3
CSCCC(NC(=O)c1ccco1)C(=O)OCC(=O)Nc1ncc(Cl)c(C)c1Cl (stereo not given)	4	-4	-9	0.0	-1	-3	7	4	-3
COC(=O)c1cccc(COC(=O)c2ccc(CS(=O)(=O)c3ccc(C)cc3)cc2)c1	8	-1	-8	2.1	1	-5	17	-2	-5
CCCCC(=O)Nc1nn(CCC)c2nc3ccccc3cc12	17	12	-9	-3.5	-3	-4	34	12	-6
COc1ccc(N2C(=O)C3CCCN3C2c2ccc(C)o2)cc1 (stereo not given)	-15	3	-25	-0.9	0	-7	-16	1	-2
Nc1nc(-c2ccc(C(=O)O)cc2)cs1	-28	16	-11	-0.9	3	-1	33	-14	2
Cn1ncc(C(N)=O)c1NC(=S)NC(=O)c1ccc(Br)o1	2	0	-9	1.9	4	-2	2	-6	-1
COc1ccc(/C=N/Nc2nc(Nc3ccccc3)nc(N3CCCC3)n2)cc1[N+](=O)[O-]	2	2	-8	-0.1	-2	15	84*	5	-2
O=C(c1ccc2c(c1)OCO2)N(CC1CCCO1)C1(C(=O)NC2CCCCC2)CCCCC1 (stereo not given)	-7	22*	6	-7.2	3	-6	-6	-10	0
CCCCn1c(N(CCOC(C)=O)C(C)=O)nc2ccccc21	6	-7	-1	0.3	5	4	18	14	4
O=S(=O)(Nc1cc2nc3ccccc3nc2n1Cc1ccccc1)c1ccc(Cl)cc1	-5	-1	-2	-0.2	5	-51	93*	-11	-1
O=[N+]([O-])c1cc(Oc2cccnc2)cc([N+](=O)[O-])c1	-1	-1	-9	-0.5	-3	-1	-39	-21	-4
Cc1ccc(CNCCNCCO)s1	5	-1	3	-0.3	2	0	3	-10	-2
Cc1cc(C)c(C#N)c(SCc2nc3ccccc3c(=O)[nH]2)n1	-12	-2	-10	-0.3	9	nt	4	-5	6
Cn1ccnc1C(O)c1ccccc1 (stereo not given)	-2	0	-7	-0.3	3	1	-9	-3	0
O=C(N1CCCCC1)N1CCCN(C(=O)N2CCCCC2)CC1	-6	-1	-11	-2.3	-1	-3	-1	-8	-2
COc1ccccc1/C=C/C1NC(=O)NC(C)=C1C(=O)OC(C)C (stereo not given)	-2	4	-6	0.9	4	4	6	15	-5
COc1ccc(C(=O)NNC(=O)C(NC(=O)c2ccccc2NC(=O)c2ccco2)C(C)C)cc1 (stereo not given)	-4	0	-12	-0.2	10	25	30	-5	2
O=c1cc(COc2ncnc3ccccc23)nc2sccn12	0	nt	6	1.3	-1	7	-8	2	2
Cc1cc(C)n(-c2nc(C(F)(F)F)nc3ccccc23)n1	8	2	-25	0.4	7	-3	20	12	0
O=C(NCC(=O)N1CCCC1)c1cccs1	-3	-2	-12	1.7	2	-13	43	-21	2
C=CCOc1c(Cl)cc(/C=N/O)cc1OC	4	1	-8	0.4	3	-6	24	11	0
CC(C)n1c(=NC(=O)c2ccco2)c(C#N)cc2c(=O)n3ccccc3cc21	4	14	-30	12*	7	0	-19	10	1
Cc1cc(NC(=O)c2noc3c2CCCCC3)nn1Cc1ccc(Cl)cc1	15	3	3	2.0	1	-10	19	4	-4
O=C(NC12CC3CC(CC(C3)C1)C2)N1CCC(O)(c2ccc3c(c2)OCO3)CC1	-11	6	-17	0.0	13	-1	41	-4	6
Cc1cc(-c2nnc(CCC(=O)N(CC3CCC3)CC3CCCO3)o2)no1 (stereo not given)	-3	-1	7	-0.1	3	1	-21	7	-2
O=C(O)COc1ccccc1C1C2C(=O)N(c3ccc(F)cc3)C(=O)C2ON1c1ccccc1 (stereo not given)	8	-2	-7	0.1	1	2	12	-2	-3
CC12CCC(C(=O)NCc3ccccc3Cl)(C(Br)C1=O)C2(C)C (stereo not given)	4	2	-5	-0.5	5	-2	0	-3	-1
COc1cc2nc3c4ccccc4n(CC#N)c3nc2cc1OC	18	3	-5	1.8	3	0	46	11	-1
O=C(c1cccc(C(=O)N2CCN(c3ncccn3)CC2)c1)N1CCN(c2ncccn2)CC1	6	-1	4	-0.2	2	-6	-16	5	0
CN(C(=O)C1CCOC1)c1nnc(-c2cnccn2)s1 (stereo not given)	-2	3	-1	-1.7	3	-14	9	-15	5
O=C(Nc1ccccc1)C1CC(=O)n2ncnc2N1 (stereo not given)	-4	-1	-15	0.8	2	-8	11	2	3
